KCNH2 WT inh = KCNH2 (human, wildtype) channel inhibition; Q12809; U2OS, BacMam KCNH2, thallium flux FluxOr; hits give low values; activity change, % at 1.84 µM; hit rate 0.37% among 340,000;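 active = maximum activity change below -70%; inconclusive = maximum activity change between -70% and -50%; inactive = maximum activity change above -50%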; note: % is set by controls: 0 for no effect and ±100 for the full control effect
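U2OS cells transduced with wild-type KCNH2 virus are loaded with FluxOr dye for 45 min, and thallium flux is measured in kinetic reads before and after stimulation buffer. Rate constants are normalized to DMSO controls.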
Integrin act MD = activators of alpha7 integrin expression for muscular dystrophy. alpha7betagal myoblasts, beta-gal FDG fluorescence, 48 h. hit rate 0.064% among 350,000. AID 624291. Potency, µM (top dose mostly 38.3 µM), inactives show at the highest dose activation, most hits filed as activators;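 note: potency is the fitted concentration of half-maximal effect; 100% = response of the positive control SU9516; nearly all actives have a fitted effect of over 60% in size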
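alpha7betagal+/- myoblasts (passage 13, 250/well) treated 48 h at 37C with compounds at 1:260 dilution of DMSO stock. Lysed, then beta-galactosidase activity read as FDG fluorescence (ex 480/em 540) after 30 min, with pre-read for autofluorescence.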
KCNH2 3.1 inh = KCNH2 3.1 (human) potassium channel inhibition | U2OS KCNH2 3.1, thallium flux FluxOr; hits give low values | activity change, % (tested at about 1.8 µM) | hit rate 0.95% among 340,000;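 active = maximum activity change below -70%; inconclusive = maximum activity change from -70% to -50%; inactive = maximum activity change above -50%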;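 note: thallium influx rate constant from kinetic fluorescence after stimulation buffer; % is set by controls: 0 for no effect and ±100 for the full control effect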
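Normalized rate constant (relative to positive and negative DMSO controls) derived from a 2 min kinetic fluorescence read after stimulation; U2OS cells expressing the 3.1 isoform via virus at 1.77 x 10^8 /mL.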
AT treatment = potential ataxia-telangiectasia treatments restoring KAP-1 phosphorylation. […] A-T fibroblasts, KAP-1 phosphorylation AlphaLISA; neocarzinostatin DNA damage 30 min before lysis. AID 485349. Potency, µM (top dose mostly 57.5 µM), for the others: top-dose activation, hits mostly activators. hit rate 0.19% among 320,000; note: potency is the fitted concentration of half-maximal effect; % of control where 0% means no effect; nearly all actives have a fitted effect of over 45% in size
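hTERT-immortalized A-T patient fibroblasts ([…]), 500 cells/well in OPTI-MEM, 1% FBS, got compounds for 60 min, then NCS for 30 min at 37C. Lysates were then assayed for phospho-KAP-1 by AlphaLISA (anti-pKAP1 donor, anti-KAP1 acceptor beads), 6 hr at 25C.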
S-ASM inh = human S-ASM enzyme inhibition; P17405; placental ASM, HMU-PC fluorogenic substrate, 60 min; Potency, µM (top dose mostly 57.5 µM), for inactives: top-dose activity change, negative = inhibition, actives largely listed as inhibitors; hit rate 0.006% among 340,000; AID 504937; note: potency is the fitted concentration of half-maximal effect
Target sequence (P17405 47-631 limits assumed): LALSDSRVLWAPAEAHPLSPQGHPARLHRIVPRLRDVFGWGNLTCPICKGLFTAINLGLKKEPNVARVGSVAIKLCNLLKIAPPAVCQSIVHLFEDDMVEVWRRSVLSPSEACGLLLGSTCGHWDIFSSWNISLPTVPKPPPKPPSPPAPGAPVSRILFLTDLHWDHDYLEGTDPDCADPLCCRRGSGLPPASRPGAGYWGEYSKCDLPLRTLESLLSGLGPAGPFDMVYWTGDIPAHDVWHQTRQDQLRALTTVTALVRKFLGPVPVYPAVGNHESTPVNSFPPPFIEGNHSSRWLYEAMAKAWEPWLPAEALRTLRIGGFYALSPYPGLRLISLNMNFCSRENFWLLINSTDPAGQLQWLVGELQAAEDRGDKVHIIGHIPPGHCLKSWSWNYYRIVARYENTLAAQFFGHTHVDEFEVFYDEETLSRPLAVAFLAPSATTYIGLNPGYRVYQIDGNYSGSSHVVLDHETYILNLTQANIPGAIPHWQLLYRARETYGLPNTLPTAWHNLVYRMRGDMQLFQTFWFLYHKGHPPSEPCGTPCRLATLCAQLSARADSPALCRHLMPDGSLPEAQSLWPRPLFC
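Human placenta-derived ASM preincubated with compound 10 min at room temperature, then reacted with 9 uM (final) fluorogenic HMU-PC substrate for 60 min at 37 C. Stop solution raises pH to 10; fluorescence read at Ex 386/Em 447 nm.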
MLL CXXC-DNA inh = blocks binding of human MLL CXXC domain to DNA; AID 2662; Q03164; MLL-CXXC / FITC-HOXA9 DNA fluorescence polarization; hit rate 0.037% among 290,000; Potency, µM (doses to about 115 µM), inactives show at the highest dose activity change, negative = inhibition, hits mostly inhibitors; active = well fitted inhibition curve with a large enough effect in the polarisation, with a control signal flat, not every such curve was filed as active; inconclusive = small, poorly fitted or top-dose-only effect, or effect the other way, or a change in a side signal; inactive = no such curve, though single readings can be large or run the other way; the % refers to the polarisation; note: potency is the fitted concentration of half-maximal effect
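Fluorescence polarization: 7 uM MLL-CXXC (stock) preincubated 5 min with compounds, then 50 nM fluorescein-HOX-A9 DNA (stock) added; 30 min ambient. Buffer 50 mM Tris-HCl pH 7.5, 50 mM NaCl, 1 mM DTT, 0.05% BSA.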
FBPA coupling cs = counter-screen for Giardia aldolase inhibitors: coupling enzyme system | activity change, negative = inhibition, % at 58.2 µM, hits read low | AID 2472 | coupling enzyme system counterscreen, AmpLite Red fluorescence | hit rate 0.67% among 290,000; in the data active = activity change below about -30%; note: % is set by controls: 0 for no effect and ±100 for the full control effect
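First, compound is pin-transferred into glyceraldehyde-3-phosphate coupling-enzyme reagent at 57.5 uM final and held 10 min at RT. Next, substrate, coupling system and AmpLite Red are added. After 20 min RT, fluorescence (525/598 nm) is read.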
GALK inh = blocks human galactokinase activity | hit rate 0.007% among 270,000 | P51570 | Purified GALK, Kinase-Glo residual ATP luminescence | Potency, µM (titrated, usually from 57.5 µM), without a hit: at the top dose activity change, negative = inhibition, usual class: inhibitors; note: potency is the fitted concentration of half-maximal effect; % is set by controls: 0 for no effect and ±100 for the full control effect
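GALK at 5 nM final was combined with compound, 35 uM ATP and 100 uM galactose in HEPES pH8.0 with MgCl2 and DTT. The reaction ran one hour at room temperature before luminescent ATP detection.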
TRPV1 agonist = agonists of human vanilloid receptor 1 (TRPV1). Q8NER1. TRPV1-expressing cells, Fluo-8 calcium influx, agonist mode. activation, % at 8.33 µM. hit rate 0.19% among 320,000; in the data active = activation above about 80%; inconclusive = between about 30% and that limit; note: 0% is about no effect
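Cells expressing TRPV1 were dye-loaded with Fluo-8 and read kinetically: 10 s baseline, 3 min after compound (agonist portion), then 2 min after EC20 capsaicin (allosteric enhancer portion). Calcium-bound dye fluorescence at 480/520 nm.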
MBNL1 CUG block = blocks human MBNL1 binding to CUG repeat RNA; TR-FRET MBNL1-His/biotin-(CUG)12 binding, 665/545 ratio; hit rate 0.036% among 280,000; Q9NR56; Potency, µM (series often up to 57.5 µM), for the others: at the highest dose activity change, negative = inhibition, usual class: inhibitors; active = well fitted inhibition curve with a large enough effect in the signal ratio, with a control signal flat, not every such curve was filed as active; inconclusive = small, poorly fitted or top-dose-only effect, or effect the other way, or a change in a side signal; inactive = no such curve, though single readings can be large or run the other way; the % refers to the signal ratio; note: potency is the fitted concentration of half-maximal effect; % is set by controls: 0 for no effect and ±100 for the full control effect
Target sequence (Q9NR56 whole entry, looked up): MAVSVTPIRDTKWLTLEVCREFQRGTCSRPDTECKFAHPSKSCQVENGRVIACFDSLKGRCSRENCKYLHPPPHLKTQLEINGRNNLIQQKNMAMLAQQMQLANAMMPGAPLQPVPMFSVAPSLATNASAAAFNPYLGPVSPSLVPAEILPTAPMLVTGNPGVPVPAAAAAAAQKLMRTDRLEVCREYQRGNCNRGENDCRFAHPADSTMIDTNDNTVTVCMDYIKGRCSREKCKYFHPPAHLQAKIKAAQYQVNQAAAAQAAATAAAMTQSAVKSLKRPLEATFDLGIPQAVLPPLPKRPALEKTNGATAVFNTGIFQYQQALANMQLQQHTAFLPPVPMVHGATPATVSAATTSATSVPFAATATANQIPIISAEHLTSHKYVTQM
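Compound titration spanned 92 nM–58 uM against the MBNL1-His/biotin-(CUG)12 complex. After 60 min at room temperature with 5 nM streptavidin-XL665 and 0.055 ng/ul terbium anti-His, ratiometric 665/545 nm emission (Ex 340 nm) normalized to controls.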
An asterisk follows results filed as active; ? = inconclusive; . = no result given; & = joins results of further samples; [ ] = remark or other dose. Unless noted, calls come from the whole dose curve; as a rule, active = well fitted curve in the direction sought with a large enough effect; inconclusive = small, poorly fitted or top-dose-only effect, or another doubt; inactive = no such curve, though single readings can be large; an effect the other way counts as inactive or inconclusive. This is a random part of the collection, and some 2% of all compounds hit somewhere here.

SMILES	KCNH2 WT inh	Integrin act MD	KCNH2 3.1 inh	AT treatment	S-ASM inh	MLL CXXC-DNA inh	FBPA coupling cs	GALK inh	TRPV1 agonist	MBNL1 CUG block
COc1ccc2c(c1)[C@H]1[C@H](CO2)[C@H](c2ccccc2)[C@]2(C)C(=O)Nc3ccc(Br)cc3C(=O)N12	-6	-7%	-86*	4%	-9%	.	.	.	.	.
NC(=O)C1c2ccccc2Oc2ccccc21	-1	4%	13	?	3%	-6%	1	-1%	-1	-9%
CCOCCCNC(=O)C(c1ccccc1)N(Cc1cccs1)C(=O)CNC(=O)c1ccccc1 (configuration not stated)	13	-9%	22	27%	1%	-1%	-2	0%	-7	-8%
COC(=O)c1sccc1NC(=O)C1CC=CCC1C(=O)O (configuration not stated)	-2	0%	10	.	0%	11%	4	0%	-2	-8%
COc1cc(C2C(C#N)=C(N)OC3=C2C(=O)CC(C)(C)C3)ccc1OC(=O)N1CCOCC1 (configuration not stated)	-3	0%	-9	0%	-1%	7%	-2	0%	-2	-2%
O=C(CCS(=O)(=O)c1ccc(F)cc1)Nc1nc(-c2ccncc2)cs1	-1	-56%[inhibitor]	4	-17%	-1%	-4%	.	-7%	-6	-2%
CC(C)CCNc1nc2ccccc2nc1NS(=O)(=O)c1cccs1	-5	19%	11	23%	5%	0%	-1	1%	2	4%
Cc1cccc(C)c1OCCCCN1CCNCC1	8	-2%	-7	-1%	-2%	-7%	-4	0%	-5	-4%
CCOc1cc(C(=O)CCC(=O)OCC(=O)Nc2ccc(F)cc2)ccc1O	11	4%	-29	-4%	-1%	.	.	.	4	.
O=S(=O)(c1cccc(C(F)(F)F)c1)N(CCCN1CCOCC1)Cc1cccs1	33&2	16%&-24%	-28&-10	0%&13%	1%&37%	-3%&1%	0&-2	0%&4%	28&16	7%&-1%
COc1ccc(OC)c(S(=O)(=O)NCC(=O)O)c1	4	0%	-14	2%	4%	6%	-1	-2%	-1	-6%
O=C(CCN1C(=O)C2CC=CCC2C1=O)Nc1cc(C(F)(F)F)ccc1N1CCCC1 (configuration not stated)	-11	-12%	-4	-2%	2%	.	.	.	15	.
Cc1ccccc1NC(=O)Nc1ccccn1	1	24%	7	11%	3%	10%	2	-6%	18	1%
COc1ccccc1NS(=O)(=O)c1ccc(NC(=O)c2nc3nc(C)cc(C(F)F)n3n2)cc1	-14	-6%	11	-7%	-3%	-5%	5	-3%	-2	-1%
CN(C)Cc1c(C(=O)N/N=C/c2cccc3ccccc23)nnn1-c1nonc1N	15	-7%	-12	8%	-5%	13%	-2	4%	-1	-16%
CC(=O)Nc1ccc(Oc2ccc(S(=O)(=O)N3CCCC3)cn2)cc1	-14	-19%	14	0%	-2%	.	.	.	-1	.
Cc1cccc(N2CCN(Cc3nc(-c4ccc(F)cc4F)oc3C)CC2)n1	10	-42%	-16	1%	3%	-9%	0	-1%	19	-3%
COCC(=O)N1CCC(Oc2ccc(C(=O)N3CCCCCC3)cc2)CC1	6	4%	-4	0%	2%	?	1	5%	-1	-1%
CC1C(=O)N(Cc2ccc(F)cc2)c2ccccc2N1C(=O)c1c(F)cccc1F (configuration not stated)	-2	0%	-7	-10%	-2%	-6%	-3	3%	29	0%
O=C(CSc1nnc2scc(-c3ccccc3)n12)Nc1nsc(-c2ccc(Cl)cc2)n1	-24	7%	-36	.	-5%	.	.	.	.	.
Cc1ccc2nc(NC(=O)CCNS(=O)(=O)c3cccs3)sc2c1	-3	-42%	-4	-2%	-2%	3%	0	0%	0	12%
CC(C)(C)c1ccc(C(=O)NCC(=O)OCN2C(=O)c3ccccc3C2=O)cc1	10	1%	8	1%	-5%	-3%	-1	-4%	3	?
CCN(C(=O)CSc1nnc(COc2ccccc2F)n1N)C1CCS(=O)(=O)C1 (configuration not stated)	-5	25%	-3	0%	2%	?	-2	-6%	4	-4%
CCc1cccc(NC(=O)CN2C(=O)NC3(CCCCCCC3)C2=O)c1	-12	-17%	-17	3%	0%	3%	2	1%	?	-7%
CN1CCN(/N=C/c2ccc(Br)cc2)CC1	3	-20%	1	-3%	-3%	5%	3	-1%	9	1%
CC1(c2ccccc2)NC(=O)N(CC(=O)Nc2ccccc2C(=O)N2CCCCC2)C1=O (configuration not stated)	-3	-3%	-2	10%	3%	.	.	.	0	.
CSc1nc2n(n1)C(c1cc(Br)ccc1F)C(C(=O)N(C)C)=C(C)N2 (configuration not stated)	-10	-4%	-6	-2%	4%	-12%	.	-1%	1	-2%
CCn1c(CN2CCN(c3ccc(Cl)cc3)CC2)nc2ccccc21	-1	-4%	-15	0%	-22%	-8%	-3	2%	5	-10%
COc1cccc(CN(C)C(=O)c2ccc(NC(=O)CC3SC(N4CCCC4)=NC3=O)cc2)c1OC (configuration not stated)	-1	6%	4	-3%	-3%	.	.	.	-4	.
CN(CC(=O)Nc1cccc(F)c1)C(=O)c1ccc2c(c1)S(=O)(=O)N=C1CCCCCN12	-1	22%	3	-5%	2%	.	.	.	-2	.
CCc1ccc(NC(=O)CC2C(=O)N(c3ccc(OC)cc3)C(=O)N2CCOC)cc1 (configuration not stated)	4	-49%[inhibitor]	-1	-8%	3%	2%	2	-1%	0	-10%
CC(C)(C)S(=O)N1Cc2cn(Cc3ccccc3)c(=O)cc2[C@@H]1CCO (some centres not stated)	5	21%	5	.	5%	.	.	.	.	.
COc1ccccc1-c1ccc(SCc2ccc(F)cc2)nn1	1	?	-1	2%	0%	7%	0	0%	-2	-9%
COc1ccc(C2CC(=O)N3CN(Cc4ccco4)CSC3=C2C#N)cc1 (configuration not stated)	1	17%	-10	-6%	-5%	-1%	-21	-1%	-2	5%
CN(CC(=O)Nc1ccccc1Cl)C(=O)Cn1cc(C(F)(F)F)ccc1=O	-1	40%	22	-7%	4%	.	.	.	1	.
Cc1oc2ccc(OCc3ccccc3F)cc2c1C(=O)O	-19	?	5	-1%	0%	-21%	-10	1%	-2	-4%
Cc1nc2c(ccc3nc(NC(=O)c4ccc(S(=O)(=O)N(C)C)cc4)sc32)s1	13	?	-17	3%	4%	-7%	3	3%	?	-25%
Cc1ncsc1CCC(=O)N1CCCC(Nc2ccc(F)c(F)c2)C1 (configuration not stated)	-3	10%	27	1%	.	-2%	.	-5%	?	-1%
COc1cccc(NC(=O)COc2cccc3c2CCNC3=O)c1	3	-3%	-3	1%	-1%	.	.	.	-1	.
N=c1sccn1CC(=O)N1CCc2ccccc21	10	12%	10	.	2%	3%	1	0%	0	0%
O=C(/C=C/c1ccc([N+](=O)[O-])cc1)NCCSc1ccccc1	-2	10%	-10	-4%	9%	?	-11	1%	29	?
Cc1cc(C)nc(-n2nc(C)c(Br)c2Nc2ccc(Br)cc2)n1	-10	-23%	-37	5%	-8%	4%	2	-4%	-4	-4%
N#C/C(=C\C1=C(N2CCOCC2)C(=C\c2ccc(Cl)cc2)/CC1)C(=O)Nc1ccccc1F	-8	13%	3	1%	-7%	5%	1	5%	2	-6%
COc1ccc(NC(=O)CS(=O)CC(=O)Nc2ccc(-n3cnnn3)c(C)c2)cc1 (configuration not stated)	4	8%	16	6%	2%	12%	0	1%	0	-10%
COc1ccc(N2CCN(Cc3nc4c(c(=O)n(C)c(=O)n4C)n3Cc3ccccc3C)CC2)cc1	3	20%	-2	.	-7%	.	.	.	.	.
CC(C)C(=O)NCCc1nc2ccccc2n1CCCOc1ccc(Cl)cc1	8	16%	?	18%	-5%	-10%	0	3%	?	0%
CC(=O)N1CCN(S(=O)(=O)c2cccc(C(=O)Nc3ccc(C)cn3)c2)CC1	-3	-19%	3	1%	0%	-2%	6	2%	4	-7%
O=S(=O)(CCc1nc2ccccc2o1)c1ccc(Cl)c(Cl)c1	-9	13%	-6	5%	-1%	4%	1	0%	19	-14%
COc1cc(C(=O)N2CCN(C)CC2)cc(OC)c1OC	-8	-22%	-12	0%	1%	-5%	2	-1%	-3	-18%
CCc1cccc(C)c1NC(=S)N(CCN(C)C)Cc1cccs1	-1	19%	8	1%	7%	-3%	1	-2%	1	-2%
